From PubChem
Large T inhibition: SV40 large T antigen inhibitors, biochemical (AID 1903); SV40 large T antigen ATPase/helicase inhibition assay; higher % means a stronger effect; inhibition, % at 20 µM; hits with a dose series show IC50 in µM; 0.39% of 310,000 active; in the data active = a potency from the dose series; also: strong numbers were not always called active
MgcRacGAP inhibition: MgcRacGAP GTPase-activating activity inhibitors, confirmation, biochemical, ADP Hunter fluorescence | Rac GTPase-activating protein 1 (Homo sapiens) | MgcRacGAP-stimulated Rac1 GTP hydrolysis, ADP Hunter fluorescence; higher % means a stronger effect; GST-tagged Rac1 F28L mutant substrate | inhibition, % at 30 µM, or IC50 in µM where a hit was titrated | 0.6% of 340,000 active | AID 624330, 2012;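 active = first-screen hits whose inhibition reached a set limit at any dose in the follow-up dose series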;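 also: fluorescence reports GDP produced by GAP-driven GTP hydrolysis; strong numbers were not always called active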
NTR1 ag: agonists of NTR1, primary screen, imaging, U2OS cells, beta-arrestin-GFP, high content (AID 493036); 0.17% of 330,000 active; NTR1-U2OS beta-arrestin-GFP spot imaging, agonist mode; activation, % at 20 µM; Neurotensin receptor type 1 (Homo sapiens), P30989;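 active = activation at or above 40% of the spot to cytoplasm intensity ratio, with at least 20 cells analyzed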;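 also: 0% = DMSO without peptide and 100% = 100 nM NTR1 peptide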
Target sequence (P30989 whole entry, looked up): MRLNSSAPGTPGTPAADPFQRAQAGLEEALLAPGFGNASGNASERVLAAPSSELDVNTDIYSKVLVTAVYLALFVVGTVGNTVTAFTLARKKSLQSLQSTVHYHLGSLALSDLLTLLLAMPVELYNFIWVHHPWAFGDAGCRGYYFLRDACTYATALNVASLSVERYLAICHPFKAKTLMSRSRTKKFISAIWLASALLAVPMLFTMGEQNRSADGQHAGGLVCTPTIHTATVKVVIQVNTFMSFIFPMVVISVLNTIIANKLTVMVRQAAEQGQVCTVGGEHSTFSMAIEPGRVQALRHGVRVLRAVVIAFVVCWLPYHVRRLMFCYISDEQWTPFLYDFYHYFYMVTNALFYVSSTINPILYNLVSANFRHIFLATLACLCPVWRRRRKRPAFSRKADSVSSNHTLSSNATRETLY
West Nile virus CPE: West Nile virus antiviral activity, cell-based, CPE readout (AID 1621); CPE inhibition, % at 10 µM, or IC50 in µM where a hit was titrated; West Nile virus-infected cells, CPE inhibition; higher % means a stronger effect; 0.02% of 290,000 active; in the data active = a potency from the dose series; also: strong numbers were not always called active
K1F lysis inhibition: inhibition of K1F phage lysis, E. coli UTI89, bacterial capsule biogenesis inhibitors, alamar blue (AID 488966); 0.02% of 340,000 active; E. coli UTI89 K1F phage lysis, alamar blue, 2 h; higher % means a stronger effect; inhibition, % at 100 µM, or IC50 in µM where a hit was titrated;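 active = phage lysis inhibition, versus mean bacterial control, above a set limit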;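 also: capsule biogenesis inhibitors block K1F phage lysis so surviving cells raise fluorescence; higher fluorescence means more inhibition of phage lysis; actives were called in the ten point dose series up to 300 µM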
T cell modulator: modulators of CD8 T cell-vesicle binding, primary screen, mouse 2C CD8+ T cells, flow cytometry; 0.068% of 330,000 active; AID 2052, 2009; 2C CD8+ T cell-vesicle binding; hits give low values; calls only at 7 µM;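 active = response, share of CD8 T cells binding vesicles, and their 90th percentile fluorescence all below set limits, cut at about 80% in these data, passing the limit was not always enough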
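Incubation: binding step 1.5 h, 37 °C, antibody labelling 20 min, ice; system: murine 2C transgenic CD8+ T lymphocytes; technique: cytometric PE anti-B7-1 and Alexa647 anti-CD8 signals after 1% paraformaldehyde fixation; also added: QL9-charged Drosophila Ld/ICAM-1/B7-1 vesicles; control set: naked versus QL9-loaded vesicles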
PhoP inhibition: inhibitors of PhoP regulon expression, primary screen, Salmonella Typhimurium, GFP reporter (AID 1863); inhibition, % at 50 µM, or IC50 in µM where a hit was titrated; S. Typhimurium PhoP-regulated promoter GFP reporter, 4 h; higher % means a stronger effect; 0.16% of 300,000 active;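 active = inhibition over 29.93%, a cutoff 3 SD above the screen mean, later confirmed by dose response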;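 also: 0% = low Mg2+ inducing control and 100% = high Mg2+ repressing control; strong numbers were not always called active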
NS5 inhibitors: Dengue-2 NS5 methyltransferase inhibitors, primary screen, biochemical, confirmation dose response (AID 588689); Genome polyprotein (Dengue virus type 2 (strain 16681-PDK53)); Dengue-2 NS5 methyltransferase capping enzyme assay, biochemical; higher % means a stronger effect; inhibition, % at 25 µM; hits with a dose series show IC50 in µM; 0.3% of 340,000 active; in the data active = a potency from the dose series
RSV CPE inhibition: RSV antiviral activity via CPE protection, HEp-2 cells, primary 10 µM value included (AID 2391). 0.13% of 310,000 active. CPE inhibition, % at 10 µM, or IC50 in µM where a hit was titrated. HEp-2 cells, RSV-induced CPE inhibition; higher % means a stronger effect; in the data active = a potency from the dose series; also: strong numbers were not always called active
T cell modulator vesicle-bound %: second read-out of T cell modulator, no call of its own (marks repeat the call); double positive events, %; measured here: CD8+ vesicle-bound cell fraction;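 binding gate set so that unloaded-vesicle control wells show 10% double positive cells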
NTR1 ag cell count 20 µM: further read-out of NTR1 ag, marked with its call; cell count; measured here: cell count, cytotoxicity flag
NS5 inhibitors pilot replicate: further read-out of NS5 inhibitors, marked with its call; inhibition, %; measured here: pilot screen replicate inhibition
An asterisk follows results filed as active; i = inactive; nt = no result given; & = joins results of further samples; [ ] = another dose, or the depositor's remark.

A first look:
SMILES	Large T inhibition	MgcRacGAP inhibition	NTR1 ag	NTR1 ag cell count 20 µM	West Nile virus CPE	K1F lysis inhibition	T cell modulator	T cell modulator vesicle-bound %	PhoP inhibition	NS5 inhibitors	RSV CPE inhibition	others
Cc1nc(NC(=O)/C=C/c2ccccc2)sc1C(=O)NCCO	7%	4%	-0.3	32	0.9%	-0.5%	i	31	5%	-5%	2.6%
CC(=O)NC(CCS(C)(=O)=O)C(=O)Nc1cccc(C)c1 (centres undefined)	4%	6%	0.9	60	1.2%	2.7%	i	33	-8%	4%	0.6%
CCn1c(SCC(=O)N2CCCCC2C)nnc1-c1ccc(S(=O)(=O)N2CCN(C)CC2)cc1 (centres undefined)	11%	3%	-2.2	46	-0.1%	0.3%	i	48	9%	-11%	-0.8%	NS5 inhibitors pilot replicate=-3.3
O=C(CCN1C(=O)S/C(=C\c2ccccc2)C1=O)NCCCn1ccnc1	5%	10%	1.0	55	-0.1%	0.2%	i	27	-3%	6%	-1.0%

The listing, from the start:
SMILES	Large T inhibition	MgcRacGAP inhibition	NTR1 ag	NTR1 ag cell count 20 µM	West Nile virus CPE	K1F lysis inhibition	T cell modulator	T cell modulator vesicle-bound %	PhoP inhibition	NS5 inhibitors	RSV CPE inhibition	others
Cc1nc(NC(=O)/C=C/c2ccccc2)sc1C(=O)NCCO	7%	4%	-0.3	32	0.9%	-0.5%	i	31	5%	-5%	2.6%
CC(=O)NC(CCS(C)(=O)=O)C(=O)Nc1cccc(C)c1 (centres undefined)	4%	6%	0.9	60	1.2%	2.7%	i	33	-8%	4%	0.6%
CCn1c(SCC(=O)N2CCCCC2C)nnc1-c1ccc(S(=O)(=O)N2CCN(C)CC2)cc1 (centres undefined)	11%	3%	-2.2	46	-0.1%	0.3%	i	48	9%	-11%	-0.8%	NS5 inhibitors pilot replicate=-3.3
O=C(CCN1C(=O)S/C(=C\c2ccccc2)C1=O)NCCCn1ccnc1	5%	10%	1.0	55	-0.1%	0.2%	i	27	-3%	6%	-1.0%
O=C(N/N=C/c1cc(Br)c(Br)s1)c1ccncc1	11%	-6%	-0.8	72	0.0%	0.2%	i	26	5%	-5%	-0.5%
CCOC(=O)c1c(C)c(C(=O)N2CCc3ccccc3C2)c(C)n1CC	2%	11%	1.0	65	1.0%	0.8%	i	52	8%	-8%	0.9%
CC(C)(C)OC(=O)NC(CCCCNC=O)C(=O)O (centres undefined)	2%	4%	-0.4	76	1.0%	0.6%	i	52	-6%	-5%	-0.1%	NS5 inhibitors pilot replicate=5.4
CC1CC(C)CN(c2oc(-c3ccccc3Cl)nc2C#N)C1 (centres undefined)	2%	-1%	1.3	50	-0.1%	-0.9%	i	33	3%	-3%	1.5%
CCc1ccc(-c2csc(NC(=O)COC(=O)CCc3nc4ccccc4s3)n2)cc1	18%	nt	-0.5	82	-0.6%	nt	i	42	-3%	nt	1.8%
COc1ccc(C2=NOC(Cn3nc(C(=O)NCc4ccc(C)cc4)cc3-c3ccccc3)C2)cc1 (centres undefined)	14%	5%	0.4	64	nt	0.2%	nt	nt	nt	-3%	2.2%
CSc1ncccc1C(=O)NC1CCCCCC1	9%	2%	1.3	46	-0.2%	-0.6%	i	35	-7%	-4%	2.0%
CCOC(=O)CN(C)Cc1cn(C)nc1-c1ccc(Oc2ccccc2)cc1	7%	12%	1.1	55	0.0%	0.0%	i	43	10%	-4%	3.5%
O=c1[nH]c(-c2ccccc2)nc2sc(-c3ccccc3)cc12	1%	9%	1.3	62	-0.6%	0.2%	i	52	6%	-5%	-1.2%
COc1ccc(Cc2nn3c(-c4cc(OC)c(OC)c(OC)c4)nnc3s2)cc1	29%	9%	3.7	74	0.2%	-0.9%	i	20	-1%	-8%	2.3%
COc1ccc(C(=O)Nc2ccc(S(=O)(=O)N3CCCC3)cc2)cc1[N+](=O)[O-]	6%	4%	0.3	53	2.4%	-0.2%	i	70	-2%	-1%	2.6%
O=C(COC(=O)/C=C/c1cccc(F)c1)NC(=O)NCc1ccccc1	nt	-1%	5.3	64	nt	0.5%	i	67	nt	1%	nt
O=C(c1cccnc1)N1CCN(C/C=C/c2ccccc2)CC1	10%	10%	-0.3	45	-0.7%	0.3%	i	18	7%	2%	0.0%
COC(=O)c1[nH]c2cc(OC)c(OC)cc2c1NC(=O)c1cccc(OC)c1	10%	11%	2.5	65	0.9%	0.6%	i	18	2%	nt	1.3%
CCOC(=O)C1CCCN(c2c(NCCc3cccc(C)c3)c(=O)c2=O)C1 (centres undefined)	13%	1%	2.5	54	-0.3%	0.0%	i	27	-12%	0%	1.6%
NCCCCCc1nnc(SCc2ccc(Cl)cc2Cl)o1	6%	2%	4.3	86	0.0%	0.6%	i	37	30%	-8%	1.4%
CS(=O)(=O)c1ccc(Cl)c(NC(=O)CSc2n[nH]c(N)n2)c1	18%	0%	-0.6	61	nt	0.2%[50 µM]	i	35	13%	0%	-0.2%
CC(=O)NCc1ccc(C(=O)CSc2nnc(-c3ccncc3)n2Cc2ccccc2)o1	11%	9%	-0.1	92	-0.1%	0.3%	i	32	-4%	10%	0.5%
N#Cc1cc(C(=O)c2cc(Cl)ccc2O)cn(-c2ccccc2)c1=O	13%	1%	-1.3	53	-0.6%	-1.2%	i	45	9%	4%	6.2%
Cc1occc1-c1nnc(SCC(=O)NC2CCCCC2C)o1 (centres undefined)	nt	2%	-0.6	57	nt	0.0%[50 µM]	nt	nt	nt	1%	nt
COc1cc(OC)cc(C(=O)Nc2ccc(S(=O)(=O)N3CCOCC3)cc2)c1	9%	7%	0.5	49	-0.5%	0.4%	i	63	-3%	-5%	0.6%
SMILES	Large T inhibition	MgcRacGAP inhibition	NTR1 ag	NTR1 ag cell count 20 µM	West Nile virus CPE	K1F lysis inhibition	T cell modulator	T cell modulator vesicle-bound %	PhoP inhibition	NS5 inhibitors	RSV CPE inhibition	others
CC(OC(=O)Cn1[nH]c(=O)c2ccccc2c1=O)C(=O)Nc1ccc(F)cc1 (centres undefined)	10%	3%	-0.3	70	nt	1.1%[50 µM]	i	38	-2%	-5%	-2.1%
CCOC(=O)C1=C(C)Nc2ncnn2C1c1ccc(N(C)C)cc1 (centres undefined)	2%	-3%&4%	-0.3	54	0.3%	-1.7%&5.4%	i	20	-13%	-7%&-3%	-0.2%
COc1ccccc1NC(=O)COC(=O)[C@@H]1CCCN1C(=O)c1cccs1	1%	5%	-1.1	52	-0.6%	-0.7%	i	33	3%	4%	1.4%
O=S(=O)(NCc1ccc2c(c1)OCO2)c1cccc2nsnc12	7%	7%	1.2	53	-0.1%	-0.8%[50 µM]	i	25	0%	3%	2.0%
Nc1c(C(=O)Nc2ccccc2)sc2nc(-c3cccnc3)ccc12	10%	nt	0.1	55	0.4%	nt	i	43	1%	nt	-0.9%
CCOC(=O)c1ccc(Oc2coc3cc(O)ccc3c2=O)cc1	3%	4%	0.8	82	-0.3%	0.1%	i	23	10%	2%	9.3%
O=C(CSc1nnc(-c2ccco2)o1)N1CCN(c2ccccc2)CC1	9%	3%	2.2	75	0.8%	-2.2%	i	52	4%	-5%	0.0%
CCCCc1c(CCC)c(=N)c2ccccc2n1C	26%	9%	2.4	85	2.6%	3.3%	i	25	0%	0%	13%
O=C(Nc1nc2ccccc2[nH]1)c1ccccc1OC(F)F	8%	3%	0.1	46	-0.6%	-0.6%	i	32	-8%	-3%	3.2%
C/C(=N\NS(=O)(=O)c1ccc(C)cc1)c1cccs1	2%	7%	-1.4	56	0.4%	0.5%	i	32	-7%	-10%	1.6%
Cc1ccc(CN2C(=O)CCC2C(=O)NCCCN2CCCC(C)C2)cc1 (centres undefined)	-6%	13%	1.1	47	0.1%	0.3%	i	27	4%	4%	-0.9%
O=C1CN(C(=O)CN2C(=O)NC3(CCCCC3)C2=O)c2ccccc2N1	21%	-5%	-1.7	61	-0.5%	-0.3%	i	24	-4%	-8%	1.4%
COc1ccc(-c2nnn(CC(=O)N(c3cccc(O)c3)C(C)C(=O)NC3CCCC3)n2)cc1OC (centres undefined)	26%	1%	-0.2	43	-0.3%	-1.9%	i	47	-7%	0%	-0.8%
CC(=O)Nc1ccc(SCC(=O)c2cc(C)ccc2C)cc1	0%	7%	-0.4	49	0.9%	-0.1%	i	14	6%	-7%	2.8%
CCN[C@H]1C[C@H](C)S(=O)(=O)c2sc(S(N)(=O)=O)cc21	14%	5%	0.6	54	nt	2.4%	i	46	-7%	1%	0.9%
CC1CCN(Cc2nnnn2CCCC(=O)NC(c2ccccn2)C(F)(F)F)CC1 (centres undefined)	9%	5%	0.7	65	-0.6%	0.1%	i	34	6%	-3%	0.3%
O=C(c1cc([N+](=O)[O-])cc([N+](=O)[O-])c1)N1CCN(Cc2ccc3c(c2)OCO3)CC1	1%	-6%	0.2	66	-0.4%	2.0%	i	30	0%	-1%	0.9%
Cc1onc(-c2ccccc2)c1C(=O)N1CCN(c2ccc([N+](=O)[O-])cc2)CC1	21%	7%	0.3	62	-1.0%	-0.9%[50 µM]	i	29	-6%	-6%	0.9%
O=[N+]([O-])c1cccc(-c2csc(N/N=C/c3cccc(O)c3)n2)c1	25%	10%	25	45	-0.2%	-0.7%	i	35	3%	-2%	-2.7%
N#CCCN1CCN(S(=O)(=O)c2ccc(S(=O)(=O)NC3CC3)cc2)CC1	-2%	6%	3.7	50	-0.6%	4.0%	i	30	4%	-6%	2.4%
COCCOC(=O)C1=C(C)Nc2ncnn2C1c1ccco1 (centres undefined)	6%	9%	1.2	63	-0.1%	0.5%	i	28	-10%	-2%	nt
COc1cc2c(cc1NC(=O)COC(=O)[C@@H](NS(=O)(=O)c1ccccc1)C(C)C)oc1ccccc12	-2%	8%	1.3	51	-0.2%	1.0%[50 µM]	i	43	14%	1%	17%
COc1ccc(-c2nc(CN3CCCCC3c3cccnc3)c(C)o2)c(F)c1 (centres undefined)	5%	1%	-0.2	44	-1.2%	-0.5%	i	42	-8%	-21%	0.3%
CC1CN(C(=O)C(c2ccccc2)c2ccccc2)CC(C)O1 (centres undefined)	15%	-1%	-1.9	70	0.1%	0.0%	i	8	1%	-12%	1.5%	NS5 inhibitors pilot replicate=-2.4
Cc1ccc(C(=O)Nc2sc3c(c2C(=O)O)CCC(C)C3)o1 (centres undefined)	nt	5%	-0.8	67	nt	-0.3%[50 µM]	i	43	nt	-4%	nt
Fc1ccc(/C=N/Nc2ncnc3nc[nH]c23)cc1F	7%	2%	-2.3	91	nt	0.9%	i	36	4%	-7%	0.4%
COc1cccc(OC)c1C(=O)N1CCN=C1SCc1cccnc1	-2%	7%	-1.6	80	0.0%	-0.3%	i	59	0%	-2%	2.3%
CC(=O)c1ccc(N2CCN(C(=O)CCNC(=O)Cn3ccc4ccccc4c3=O)CC2)cc1	5%	4%	-1.0	57	-0.1%	0.3%	i	51	2%	-5%	-0.3%
